# High-throughput results: PubChem BioAssay, several laboratories
# HTR5A ag – HTR5A agonists in luminescence cell assay, primary screen, counter-screen for OPRM1-OPRD1 heterodimer agonist project, full-deck HTS; cell-based; activation, % at 9.3 µM; actives 0.61% (n = 340,000); AID 504692, 2011; in the data active = activation mostly above about 9.5%, no sharp cut-off; inactive = mostly below about 7.6%;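 also: 0% = cells with vehicle only and 100% = reference agonist; strong numbers were not always called active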
# phage Ecoli inh – growth loss of phage-infected E. coli, primary screen, RecBCD inhibitor project, absorbance, with phage, HTS. AID 651602, 2012. inhibition, % at 11.9 µM. actives 0.26% (n = 360,000); in the data active = inhibition above about 11%
# OPRM1-OPRD1 ag – agonists of OPRM1-OPRD1 heterodimerization, primary screen, cell-based, luminescence. cells. activation, % at 9.3 µM. actives 0.3% (n = 340,000). AID 504326, 2011; in the data active = activation above about 18%;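 also: 0% = vehicle-treated cells and 100% = reference agonist; values of inactives mirror those of a sister screen read the other way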
# Target sequence (P35372 whole entry, looked up): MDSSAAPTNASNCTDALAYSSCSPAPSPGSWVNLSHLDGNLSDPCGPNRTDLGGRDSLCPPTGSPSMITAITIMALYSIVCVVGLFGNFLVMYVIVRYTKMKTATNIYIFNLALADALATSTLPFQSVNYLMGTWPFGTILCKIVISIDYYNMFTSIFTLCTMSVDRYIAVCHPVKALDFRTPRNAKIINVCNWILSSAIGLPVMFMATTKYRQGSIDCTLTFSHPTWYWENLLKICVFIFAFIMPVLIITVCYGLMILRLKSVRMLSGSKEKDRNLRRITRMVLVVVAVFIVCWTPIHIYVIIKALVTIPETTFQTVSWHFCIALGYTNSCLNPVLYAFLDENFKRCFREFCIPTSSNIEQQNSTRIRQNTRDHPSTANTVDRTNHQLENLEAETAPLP
# Target sequence (P41143 whole entry, looked up): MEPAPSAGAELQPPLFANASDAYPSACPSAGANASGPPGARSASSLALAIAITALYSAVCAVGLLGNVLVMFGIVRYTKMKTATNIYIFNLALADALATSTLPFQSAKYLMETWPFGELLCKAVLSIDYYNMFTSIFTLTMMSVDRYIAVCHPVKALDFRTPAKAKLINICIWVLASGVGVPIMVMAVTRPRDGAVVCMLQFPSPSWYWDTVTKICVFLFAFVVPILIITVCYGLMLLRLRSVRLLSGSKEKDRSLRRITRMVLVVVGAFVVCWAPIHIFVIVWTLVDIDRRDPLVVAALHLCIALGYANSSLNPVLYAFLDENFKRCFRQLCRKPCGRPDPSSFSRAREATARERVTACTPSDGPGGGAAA
# AddAB inh – growth inhibition of E. coli expressing H. pylori AddAB, primary screen, AddAB inhibitor project, absorbance; inhibition, % at 11.9 µM; actives 0.29% (n = 330,000); in the data active = inhibition above about 12%;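 also: 0% = vehicle wells of infected cells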
# SUMO Mot1 rescue – yeast Mot1-301 growth rescue at high temperature, primary screen, SUMOylation pathway inhibitor project, S. cerevisiae, ATP luminescence, 38.5C; growth rescue, % at 18.8 µM; S. cerevisiae Mot1-301 growth rescue; percent above DMSO median, 100 means doubled; actives 1% (n = 320,000);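 active = every valid replicate shows activation above 250% relative to neutral control wells; inactive = the rest, any valid replicate at or below 250%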;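 also: OY570 slx delta 5 strain wells were the positive control but not used for scaling; some compounds called inactive have numbers as strong as hits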
# PfHsp90 yeast 2 – growth inhibition of PfHsp90-expressing yeast, primary screen, antimalarial PfHsp90 inhibitor project, S. cerevisiae, BacTiter-Glo luminescence, single point, set 2; actives 0.32% (n = 310,000); BacTiter-Glo ATP, 48 h; yeast lacking PDR1 and PDR3 efflux regulators; AID 504621, 2011; inhibition, % at 9.4 µM;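 active = every replicate shows inhibition above about 80%, whatever the replicate mean, limit read from the data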;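 also: 0% = DMSO neutral controls and 100% = 20 µM radicicol positive controls; yeast relying on Plasmodium falciparum Hsp90 in place of its own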
# MOR-DOR inv ag – inverse agonists of MOR-DOR heterodimerization, primary screen, cell-based, luminescence; cell-based MOR-DOR heterodimer luminescence, inverse agonism; inhibition, % at 9.3 µM; actives 0.21% (n = 340,000); in the data active = inhibition above about 22%, passing the limit was not always enough;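 also: 0% = cells with DMSO and 100% = wells without cells with DMSO; values of inactives mirror those of a sister screen read the other way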
# Ecoli viability – E. coli V3065 growth inhibition, primary screen, counter-screen for AddAB inhibitor project, absorbance, OD600; 18 h; inhibition, % at 11.9 µM; actives 0.27% (n = 330,000); AID 449728, 2010;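 active = inhibition above the campaign's mean inhibition across all tested compounds plus 3 SD, cut at about 9.9% in these data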;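 also: uninfected addAB+ strain grown without phage in ampicillin broth; 0% = DMSO wells and 100% = ciprofloxacin 0.95 µg/ml wells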
# HTR5A inv ag – HTR5A inverse agonists in luminescence cell assay, primary screen, counter-screen for OPRM1-OPRD1 heterodimer inverse agonist project, full-deck HTS; 5-hydroxytryptamine receptor 5A (Homo sapiens), P47898; HTR5A cell line, inverse agonism; actives 0.083% (n = 340,000); AID 504634, 2011; inhibition, % at 9.3 µM; in the data active = inhibition mostly above about 23%, no sharp cut-off; inactive = mostly below about 18%;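 also: 0% = cells with DMSO and 100% = no-cell wells with DMSO; some compounds called inactive have numbers as strong as hits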
# DSG3 Ab inh – inhibitors of pemphigus antibody binding to DSG3, primary screen, biochemical, bead-based, flow cytometry, scFv-GFP; Desmoglein-3 (Homo sapiens), P32926; DSG3-coupled beads, scFv-anti-DSG3-GFP binding; active compounds read low; binding (percent of control), % at 10 µM; actives 0.48% (n = 310,000);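 active = binding more than 3 SD below its plate's average and above zero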;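 also: hits lower antibody fragment binding to DSG3; some compounds called inactive have numbers as strong as hits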
# PKA-R1A act – activators of PKA-R1A holoenzyme, primary screen, biochemical, fluorescence polarization, Cy5-IP20, bovine R1A, mouse PKAc | PKA-R1A dissociation; scaled: DMSO 0%, 113 µM cGMP 100% | actives 0.083% (n = 340,000) | activation, % at 11.4 µM | cAMP-dependent protein kinase type I-alpha regulatory subunit (Bos taurus) + …;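 active = percent activation above the mean of all tested compounds plus 3 SD, cut at about 19% in these data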;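 also: higher means more PKAc released from R1A so a rise in polarization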
# * = called active by the depositor; i = inactive; x = no result given. Not a hit list; any-hit rate near 3.2%.
no.	compound	HTR5A ag	phage Ecoli inh	OPRM1-OPRD1 ag	AddAB inh	SUMO Mot1 rescue	PfHsp90 yeast 2	MOR-DOR inv ag	Ecoli viability	HTR5A inv ag	DSG3 Ab inh	PKA-R1A act
1	CCOCCCNC(=O)C1CCN(S(=O)(=O)c2cc(Br)cc3c2N(C(=O)CC)CC3)CC1	4.1	1.3	-2.2	3.9	-1.6	16.8	13.4	0.6	1.8	x	-4.5
2	CCCOc1ccc2c(CC)cc(=O)oc2c1C	4.4	0.0	3.4	2.9	14.2	4.0	-18.7	-1.1	-36.4	126.0	-2.4
3	COc1ccc(-c2ccc(-c3cc(=O)oc4c(C(C)C)ccc(C)c34)cc2)cc1	-2.1	3.1	-3.2	0.9	x	-10.7	15.4	0.2	7.5	98.9	1.9
4	CC(=O)c1ccc(S(=O)(=O)Nc2ccc(C(=O)N(C)CC(=O)Nc3cccc(C)c3C)cc2)cc1	3.5	4.7	-3.9	1.6	x	-3.3	15.7	-1.4	15.0	92.7	-8.0
5	c1ccc2c(c1)CCc1c-2nc2ccccc2c1N1CCOCC1	5.8	1.6	3.8	3.6	51.0	-7.6	-19.1	4.2	-16.1	x	-8.2
6	Cc1csc(NC(=O)c2sccc2C)n1	-1.6	3.3	1.2	-1.0	-15.3	9.4	-5.2	-0.5	5.8	113.3	6.1
7	COc1ccc(-c2nc3oc4cc(OC)ccc4c(=O)c3c(=O)n2Cc2ccco2)cc1	9.7	0.3	-2.9	0.8	-20.2	29.2	14.6	-0.2	16.1	104.7	-2.6
8	O=C(Nc1nc2ccccc2s1)C1CC(=O)N(c2ccc(Cl)cc2)C1 (stereo unspecified)	1.8	2.5	5.6	4.6	228.0	-8.6	-33.1	3.8	-18.5	110.3	1.8
9	COc1ccc(CNC(=O)CN(C(=O)c2csnn2)c2cccc3ccccc23)cc1	0.2	1.3	-0.3	3.6	25.2	-15.5	2.4	0.4	-1.7	111.1	0.5
10	CCCc1nnc(NC(=O)c2cccc(OC)c2)s1	2.3	3.2	-2.2	-1.3	-32.3	-11.0	11.7	-3.0	26.9	97.5	-3.1
11	COC(=O)N/N=C/c1ccc(/C=N/NC(=O)OC)cc1	-2.3	5.4	-1.0	4.2	11.8	26.2	5.9	1.1	5.8	103.4	-3.2
12	O=C(NCCCN=C1NS(=O)(=O)c2ccccc21)c1ccc(S(=O)(=O)N2CCCCC2)cc1	1.7	3.9	-1.9	2.9	11.3	14.2	10.0	-0.3	13.5	x	-10.5
13	C=CCn1c(SCC(=O)Nc2c(C)n(C)n(-c3ccccc3)c2=O)nc2sc(C)c(-c3ccccc3)c2c1=O	2.8	0.5	-2.9	0.3	x	5.0	15.9	0.2	-9.9	89.6	-1.6
14	O=C(NCC(=O)N1CCN(c2ccc([N+](=O)[O-])cc2)CC1)c1ccco1	-0.6	2.1	-2.1	-1.4	-6.8	x	11.0	-2.2	2.0	88.3	7.5
15	CSCCC(NC(=O)c1ccc(Cl)cc1Cl)C(=O)N1CCN(C(=O)c2ccccc2)CC1 (stereo unspecified)	-0.4	-0.7	-1.3	x	x	x	5.0	x	5.3	94.6	3.9
16	Cc1ccc(NC(=O)CN(C)C(=O)COC(=O)C(C)(C)Oc2ccc(Cl)cc2)cc1	-1.3	-2.2	8.6	1.5	-5.5	-7.8	-45.8	-0.2	-31.3	x	8.2
17	Oc1ccc(N=Cc2cc(Br)c(N3CCOCC3)o2)cc1	-3.9	-4.4	2.0	-0.5	7.1	-17.0	-11.4	-1.2	-36.9	124.7	-11.3
18	Cc1cc(CN(C)C(=O)c2cc(COc3ccc4ncccc4c3)on2)on1	0.0	4.2	0.6	-2.3	12.1	-0.6	-3.4	-2.3	0.0	114.8	-9.2
19	Cc1cc(NC(=O)c2ccc([N+](=O)[O-])cc2)no1	5.5	1.4	-0.9	x	-2.2	-10.7	4.5	x	-15.2	108.1	10.1
20	COc1cc(C(=O)OCCCN(C)C)cc(OC)c1OC	2.1	0.5	-0.6	2.1	-19.1	-4.1	3.2	-0.2	-4.1	97.9	-5.0
21	Cc1csc(NS(=O)(=O)c2ccc(Cl)cc2)n1	3.7	3.2	-1.8	-1.8	13.3	13.9	8.9	-3.0	-14.0	104.6	3.8
22	CCOc1ccc(CN(C)C(=O)CNC(=O)c2ccccc2)cc1	6.7	1.0	-2.5	-0.9	-5.4	9.3	12.6	-1.7	-24.4	98.1	3.6
23	COc1ccc(C(=O)OCn2nnc3ccccc3c2=O)cc1OC	0.2	1.6	1.8	0.6	12.5	2.2	-9.5	0.5	-0.4	88.6	-0.3
24	CCC1(c2ccc(OC)cc2)NC(=O)N(CC(=O)N2CCc3ccccc32)C1=O (stereo unspecified)	2.0	0.5	-0.6	x	x	18.5	3.1	x	-5.4	103.0	-2.8
25	COC(=O)C1CCN(c2cc(=O)n(-c3ccc(OC)cc3)c(=O)[nH]2)CC1	1.1	2.4	0.1	-2.4	-10.0	27.8	-0.5	0.0	13.6	96.7	0.3
26	O=C(CCCc1nc2ccccc2s1)NCc1cccnc1	-5.0	4.7	-1.1	0.2	i	4.2	5.6	2.4	14.3	101.5	-7.8
27	CC1CCCCC12NC(=O)N(CC(=O)Nc1ccccc1F)C2=O (stereo unspecified)	-3.0	2.1	-3.2	x	x	x	16.6	x	7.4	102.2	-0.3
28	CC1CC(C)CN(CCCNC(=O)c2ccc3c(c2)NC(=O)C(N2CCCCC2)S3)C1 (stereo unspecified)	11.5	3.0	-3.4	0.7	-21.6	0.6	16.7	-0.3	-27.9	118.7	-2.1
29	O=c1[nH]c2sc3c(c2c2nncn12)CCCC3	2.5	0.9	-0.5	2.3	-3.8	-2.0	2.8	0.5	-33.5	99.4	-15.0
30	COCc1cc(C)nc2sc3c(=O)oc(C)nc3c12	-5.4	0.7	1.1	2.7	-13.9	x	-5.2	-0.4	11.9	90.9	5.2
31	CCOC(=O)N1CCC(NC(=O)c2ccc3c(c2)sc2nc(-c4ccccc4)cn23)CC1	3.2	1.3	2.5	-1.4	48.1	-10.9	-14.3	0.0	-9.4	105.3	1.0
32	COC(=O)CN(Cc1ccco1)S(=O)(=O)c1ccccc1	3.5	-1.6	0.3	4.0	1.5	-14.1	-2.0	0.4	5.9	99.6	-3.7
33	CCOc1ccc(C2c3c(oc4ccccc4c3=O)C(=O)N2CCCN2CCOCC2)cc1OCC (stereo unspecified)	1.8	1.1	-1.7	3.8	41.4	-2.1	8.3	-0.2	-4.6	107.7	4.0
34	CC(=O)Nc1ccc(NC(=O)CCCc2c[nH]c3ccccc23)cc1	0.8	2.0	-1.9	0.6	2.9	-35.1	9.6	-3.0	0.0	94.9	-9.2
35	COc1cc2oc(=O)ccc2cc1[C@@H](O)[C@@H]1OC(C)(C)OC1(C)C	1.3	1.1	-3.1	1.8	22.3	13.8	17.2	-0.2	11.5	106.3	5.9
36	O=S(=O)(c1cc(Cl)ccc1Cl)n1cccn1	3.5	5.3	1.5	2.0	10.9	15.4	-8.4	-2.5	-9.6	104.3	3.5
37	CC1CC(Nc2ccccc2)c2ccccc2N1C(=O)c1ccccc1F (stereo unspecified)	-4.9	1.6	-1.5	2.5	-21.5	8.8	7.5	-0.5	13.6	108.3	4.7
38	CCCN(CC(=O)Nc1ccccc1OC)C(=O)Cc1ccccc1F	-1.4	1.0	-2.4	0.3	0.0	5.1	15.5	-2.0	4.0	94.0	9.2
39	COc1ccc(CNCCC2(C(C)C)CCOC(C)(C)C2)cc1 (stereo unspecified)	0.9	2.4	-0.9	1.2	-15.8	8.0	4.3	1.5	-10.3	103.3	-1.3
40	Cc1nc(-c2ccccc2)sc1-c1ccn[nH]1	2.9	1.5	-1.5	2.7	11.4	-2.9	7.8	-0.6	-8.4	102.7	-1.6
41	Cc1ccc2ncnc(Nc3cccc([N+](=O)[O-])c3)c2c1	-1.9	0.9	0.7	2.1	7.2	-10.0	-3.0	-0.7	6.9	97.2	9.6
42	Cc1ccccc1CS(=O)(=O)CCC(=O)NCCCN1CCOCC1	0.4	0.9	-1.6	0.0	4.3	-7.0	10.0	3.2	-7.3	96.6	12.9
43	Cc1cccc(-c2noc(-c3ccc4c(c3)OCO4)n2)c1	1.4	0.6	0.8	1.2	-16.2	-27.1	-4.4	-0.4	-4.0	110.3	-8.1
44	CC(/C=C1\N=C(SCc2ccccc2)SC1=O)=C\c1ccccc1	1.9	-0.5	-0.1	-1.9	-6.7	10.7	0.6	-1.0	8.4	83.0	-7.3
45	Cc1ccc(/C=C2/C(=O)N(c3ccccc3)C(=S)N2C)o1	0.0	2.5	0.7	1.6	-6.1	-20.1	-4.2	-0.1	-0.1	103.4	4.0
46	CCOc1ccc(/C=N/NC(=O)CN2CCCCCCC2)cc1	0.9	2.4	0.0	-2.4	-3.4	16.8	0.2	-2.5	-2.5	81.4	1.3
47	COc1cccc(C(=O)NCC(=O)N2CCN(c3ccc(C(F)(F)F)cn3)CC2)c1	2.9	3.7	0.3	x	x	x	-1.7	x	15.3	99.6	-2.3
48	COCCN(Cc1nnc(-c2cccs2)o1)C(=O)CN1C(=O)NC2(CCCCC2)C1=O	0.6	1.2	-0.5	-2.7	-0.8	3.9	2.4	1.7	-2.2	x	0.7
49	O=C(CCCN1C(=O)/C(=C/c2cccs2)SC1=S)NNC(=O)c1ccc(F)cc1	-0.2	4.2	-0.2	-0.5	15.9	-16.1	1.2	-3.6	0.5	99.1	6.7
50	Cn1nc(C(F)(F)F)c2cc(C(=O)Nc3ccc(Cl)cc3)sc21	5.3	-1.1	10.0	3.1	82.8	-29.3	-50.0	-1.9	-13.6	93.5	-8.1

# Limited to MOR-DOR inv ag, HTR5A inv ag and PfHsp90 yeast 2 (three entries from above):
entry | mol | MOR-DOR inv ag | HTR5A inv ag | PfHsp90 yeast 2
36 | O=S(=O)(c1cc(Cl)ccc1Cl)n1cccn1 | -8.4 | -9.6 | 15.4
37 | CC1CC(Nc2ccccc2)c2ccccc2N1C(=O)c1ccccc1F (stereo unspecified) | 7.5 | 13.6 | 8.8
38 | CCCN(CC(=O)Nc1ccccc1OC)C(=O)Cc1ccccc1F | 15.5 | 4.0 | 5.1
